KCNK9 inh = inhibitors of human KCNK9 two-pore domain potassium channel; 310,000 tested, 1.2% active; AID 488922; HEK293 KCNK9, FluxOR thallium flux fluorescence; stronger effect = lower value; B-score at 10 µM; Q9NPC2;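 active means ratio B-score over 3 SD below the library mean, with starting fluorescence within 5 SD of its mean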;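 further: negative B-score means less thallium flux so channel inhibition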
KCNK3 block = human KCNK3 channel inhibition, primary screen; O14649; CHO-KCNK3 thallium flux, FluxOR fluorescence; stronger effect = lower value; B-score at 10 µM; 340,000 tested, 0.84% active; AID 602410;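 active means B-score under library mean minus 4 SD, starting fluorescence ratio at most library mean plus 5 SD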;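 further: more negative B-score means stronger inhibition of thallium flux through KCNK3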
RGS4 block = inhibitors of human RGS4; HEK293 M3R/RGS4 inducible, Fluo-4 calcium flux; stronger effect = higher value; triggered by carbachol at its EC20; B-score at 10 µM; 310,000 tested, 0.45% active;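 active means B-score, a plate-corrected calcium signal, over three deviations above library mean, with baseline fluorescence within five deviations of library mean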;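 further: RGS4 expression induced by doxycycline in cells with stable M3 receptor; B-score is computed from the integrated fluorescence ratio over baseline after carbachol; higher B-score means a larger calcium signal and so more RGS4 inhibition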
RGS4 pot = potentiators or activators of RGS4. HEK293 M3R/inducible RGS4, carbachol calcium flux Fluo4; stronger effect = lower value. B-score at 10 µM. 310,000 tested, 0.92% active;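 active means B-score of the integrated calcium signal more than 4 SD below the library mean, with starting fluorescence not abnormally high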;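 further: negative B-score means reduced calcium response which marks RGS4 activation or potentiation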
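System: HEK293 FlpIn-TREx cells, stable M3R, doxycycline-inducible RGS4. Timing: overnight RGS4 induction, 30 min dye load 37 °C, 20 min compound RT. Also added: carbachol, ECmax concentration. Measured by: Fluo4 fluorescence kinetic imaging of calcium. Evaluation: integrated calcium ratio converted to B score.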
ANO1 activ = mouse TMEM16A channel activation, primary screen; Q8BHY3; HEK293 TMEM16A/YFP-H148Q/I152L, iodide quench fluorescence; stronger effect = lower value; B-score at 10 µM; 340,000 tested, 0.3% active; AID 623877;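 active means fluorescence-ratio B-score plate-corrected deviation score at least 3 library SD below zero, with starting fluorescence score within 5 deviations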;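 further: channel opened by trigger with iodide after compound preincubation; score built on the fluorescence ratio of max minus min over baseline; more negative score means more quench and so TMEM16A activation or potentiation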
Target sequence (Q8BHY3 whole entry, looked up): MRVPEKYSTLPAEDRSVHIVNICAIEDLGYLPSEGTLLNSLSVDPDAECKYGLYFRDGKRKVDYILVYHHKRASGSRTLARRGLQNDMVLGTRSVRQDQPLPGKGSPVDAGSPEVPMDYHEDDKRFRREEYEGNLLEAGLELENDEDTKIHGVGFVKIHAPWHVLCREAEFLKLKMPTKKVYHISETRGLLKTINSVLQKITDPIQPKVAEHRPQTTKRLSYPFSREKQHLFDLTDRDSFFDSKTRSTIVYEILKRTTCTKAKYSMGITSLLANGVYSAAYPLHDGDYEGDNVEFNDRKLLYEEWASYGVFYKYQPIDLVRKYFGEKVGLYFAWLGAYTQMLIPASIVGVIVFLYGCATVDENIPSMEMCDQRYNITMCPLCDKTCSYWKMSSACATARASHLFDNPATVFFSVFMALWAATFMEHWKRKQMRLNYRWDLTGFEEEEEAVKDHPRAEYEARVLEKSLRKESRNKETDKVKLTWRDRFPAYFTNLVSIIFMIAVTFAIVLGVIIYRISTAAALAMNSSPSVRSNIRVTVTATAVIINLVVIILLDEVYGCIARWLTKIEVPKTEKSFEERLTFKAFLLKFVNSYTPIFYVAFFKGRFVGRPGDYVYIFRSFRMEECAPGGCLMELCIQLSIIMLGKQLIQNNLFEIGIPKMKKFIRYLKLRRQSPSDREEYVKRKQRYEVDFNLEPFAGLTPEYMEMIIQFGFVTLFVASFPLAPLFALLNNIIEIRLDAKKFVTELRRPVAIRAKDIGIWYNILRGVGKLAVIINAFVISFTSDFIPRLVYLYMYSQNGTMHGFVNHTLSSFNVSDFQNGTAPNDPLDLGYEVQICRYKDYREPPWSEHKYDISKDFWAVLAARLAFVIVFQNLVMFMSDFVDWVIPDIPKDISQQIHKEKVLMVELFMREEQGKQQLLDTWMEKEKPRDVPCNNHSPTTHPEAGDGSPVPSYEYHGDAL
KCNQ1 pot = potentiates or activates the human KCNQ1 potassium channel; CHO-K1 KCNQ1, thallium flux FluxOR fluorescence; stronger effect = higher value; 310,000 tested, 0.35% active; B-score at 10 µM;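 active means fluorescence ratio B-score, a plate-corrected score, at least three library SD, with initial intensity B-score within 5 SD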
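Assay system: stable KCNQ1 CHO-K1 line; medium: assay buffer, equal DMSO in all wells; timing: 90 min dye loading and 20 min compound exposure, both at room temperature; technique: kinetic FluxOR thallium fluorescence, 10-s 1-Hz baseline, 110-s post-stimulus read; read-out basis: B score of baseline-normalized fluorescence ratio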
ANO1 block = mouse TMEM16A channel inhibition, primary screen; HEK293 TMEM16A/YFP iodide influx fluorescence, ionomycin; normalized B-score (activity score, 25-100; higher = stronger inhibition) at 10 µM; 310,000 tested, 1.2% active; AID 588511;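 active means ratio plate-corrected score three or more library SD toward inhibition, starting fluorescence score within five deviations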;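 further: score derived from kinetic fluorescence span divided by baseline fluorescence per well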
KCNQ1 inh = inhibitors of human KCNQ1 potassium channel. CHO-K1 KCNQ1, FluxOR thallium flux fluorescence; stronger effect = higher value. B-score at 10 µM. 310,000 tested, 1.3% active. AID 2642;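 active means compounds whose thallium flux B-score, printed positive for inhibition, exceeds three library SD while starting fluorescence stays within three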;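 further: channel opened by potassium depolarization with thallium stimulus after 20 min compound exposure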
hERG rescue = shields human hERG channel from block by proarrhythmic agents | 310,000 tested, 0.51% active | Q12809 | CHO-hERG, FluxOR thallium flux, dofetilide IC70 present | activation (rescue from dofetilide block), less the hit threshold, % at 10 µM | AID 1511;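 active means activation above the mean of controls blocked by dofetilide plus 5 SD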;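 further: thallium influx through hERG after potassium depolarization seen as dye fluorescence rise; in these data hits start at about 4.7%; inactives centre near -7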
HDAC3 inh = human HDAC3 inhibition. O15379. recombinant HDAC3, fluorogenic peptide/trypsin coupled, fluorescence. inhibition, % at 8.3 µM. 320,000 tested, 0.15% active. AID 2718; in the data active means inhibition above about 26%, passing the limit was not always enough; inconclusive means no clear call, values can overlap the other calls
SKKanGAS inh = SKKanGAS growth inhibition; S. pyogenes SKKanGAS, kanamycin growth, BacTiter-Glo, 6 h; inhibition, % at 7.5 µM; 300,000 tested, 1.3% active; AID 1662;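 active means mean replicate score, as percent of positive control median, at least 50; inconclusive means mean below 50 but one replicate at or above 50; inactive means mean and every replicate below 50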;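 further: strain carries kanamycin resistance gene driven by streptokinase promoter and grows in 40 µg/ml kanamycin; loss of luminescence reflects streptokinase promoter inhibition or plain growth inhibition; 0% = median of DMSO wells and 100% = positive control at its reference dose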
The depositor's hits bear a star; i = inactive; ? = inconclusive; · = not tested or not shown.

SMILES	KCNK9 inh	KCNK3 block	RGS4 block	RGS4 pot	ANO1 activ	KCNQ1 pot	ANO1 block	KCNQ1 inh	hERG rescue	HDAC3 inh	SKKanGAS inh
O=C1NC(=Nc2ccccc2)SC1Cc1cccc(Cl)c1Cl (stereo not given)	i	i	i	i	i	i	i	i	-6	7	17
CC(=O)c1cccc(Oc2ncccn2)c1	i	i	i	i	i	i	i	i	-2	-3	-1
COC(=O)c1ccsc1NC(=O)CCS(=O)(=O)c1ccc(Cl)cc1	i	i	i	i	i	i	i	i	-11	7	-6
Cc1c(NS(=O)(=O)c2cccc(C(=O)NCc3ccc(Cl)cc3)c2)c(=O)n(-c2ccccc2)n1C	i	i	i	i	i	i	i	i	-4	1	-3
CCCOc1ccc(C2c3c(oc4ccccc4c3=O)C(=O)N2CCN(CC)CC)cc1OC (stereo not given)	i	i	i	i	i	i	i	i	-3	1	-2
COc1ccccc1CNc1cc(-c2ccccc2)ccc1OC	i	i	i	i	i	i	i	i	-8	-3	-9
COC(=O)c1c(-c2ccccc2)nn(-c2ccccc2)c1C(=O)OC	i	i	i	i	i	i	i	i	-5	1	-1
Cc1ccc(-c2noc(C3CCN(S(C)(=O)=O)CC3)n2)o1	i	i	i	i	i	i	i	i	-7	-1	0
N/C(Cc1cccc2ccccc12)=N\OC(=O)c1cccs1	i	i	i	i	i	i	i	i	-14	5	26
O=C(NCCS(=O)(=O)N1CCN(c2cccc(Cl)c2)CC1)c1cc(=O)c2ccccc2o1	i	i	i	i	i	i	i	i	-11	-6	14
Cc1nn(CC(=O)NCC2CCCO2)c(=O)c2ccccc12 (stereo not given)	i	i	i	i	i	i	i	i	-6	-5	1
CN1C(=S)SC(N(O)C=C2C=CC(=O)C=C2)C1(C)C (stereo not given)	i	i	i	i	i	i	i	i	-5	?	4
Cc1nnc(NC(=O)CCC(=O)N2CCN(CCOc3cccc4ccccc34)CC2)s1	i	i	i	i	i	i	i	i	-5	13	-3
O=C(CN1C(=O)C2(OCCO2)c2ccccc21)c1ccc(F)cc1	i	i	i	i	i	i	i	i	-13	5	-1
O=C(NC1CCCC1)C(c1c(F)cccc1Cl)N(C(=O)c1csnn1)C1CC1 (stereo not given)	i	i	i	i	i	i	i	i	-2	7	-9
CC(=O)Nc1nnc(S(=O)(=O)N2CCN(c3ccc(Cl)cc3[N+](=O)[O-])CC2)s1	i	i	i	i	i	i	i	i	-4	-4	?
Cc1noc(C)c1CSCC(=O)N(CCC(C)C)c1c(N)n(Cc2ccccc2)c(=O)[nH]c1=O	i	i	i	i	i	i	i	i	-6	0	6
COc1ccccc1C1CC(c2cccs2)=NN1C(=O)CCC(=O)O (stereo not given)	i	i	i	i	i	i	i	i	-11	9	3
CN(C)/C=N/c1cc(=O)n(C)c(=O)n1CC1CC1	i	i	i	i	i	i	i	i	-12	2	0
CCCCc1cc(=O)oc2cc(OCC(=O)NCc3ccccn3)c(Cl)cc12	i	i	i	i	i	i	i	i	-10	1	-3
CCOC(=O)c1ccc(NC(=O)c2c(NC(=O)CCC(=O)O)sc3c2CCCCC3)cc1	i	i	i	i	i	i	i	i	-9	5	8
COc1cccc(C2=Nc3cccc4cccc(c34)N2)c1	i	i	i	i	i	i	i	i	-11	0	12
O=C(Nc1ccccc1)N(CCN1CCOCC1)Cc1cccc(Cl)c1	i	-12*	i	i	i	i	i	i	-6	-3	-12
O=C(C1CCN(S(=O)(=O)Cc2ccccc2)CC1)N1CCN(c2ncccn2)CC1	i	i	i	i	i	i	i	i	-10	0	1
COc1ccc(N2C(=O)CN(Cc3cc(OC)c(OC)c(OC)c3)C2=S)cc1	i	i	i	i	i	i	i	i	-6	5	1
Cc1cc(C(=O)N/N=C/C=C/c2ccc(Br)cc2)n[nH]1	i	i	i	i	i	i	i	i	-4	-4	-2
COc1ccc(Cn2nnnc2CN(Cc2cc3ccc(C)cc3[nH]c2=O)C2CCCC2)cc1	i	i	i	i	i	i	i	i	-9	8	5
O=C(NC1CCCCC1)C(c1cccs1)N(Cc1cccs1)C(=O)c1ccco1 (stereo not given)	i	i	i	i	i	i	i	i	-17	0	3
CC1(C)CC(=O)C2=C(C1)NC(=S)C(C#N)C21CCCCC1 (stereo not given)	i	i	i	i	i	i	i	i	-7	39*	2
O=c1cc(N2CCCCC2)c(-c2ccccc2)nn1Cc1ccccc1Cl	-18*	-9.1*	i	-7.1*	i	i	i	i	-2	-1	43
O=C(O)c1nc2nc(Cl)c(Cl)nc2[nH]1	i	i	i	i	i	i	i	i	-5	3	10
Cc1cc(C(=O)Nc2ccc(N3CCOCC3)cc2)c2ccccc2n1	i	i	i	i	i	i	i	i	-12	-3	21
O=C(CSc1n[nH]c(=O)[nH]c1=O)c1ccccc1[N+](=O)[O-]	i	i	i	i	i	i	i	i	-8	3	-4
COc1ccccc1C1=NN(C2=NN=C(N)Cc3ncnn32)C(O)(C(F)(F)F)C1 (stereo not given)	i	i	i	i	i	i	i	i	-10	-31	-5
CCOC(=O)c1c(CS(=O)(=O)c2ccccc2)n(C)c2cc(Br)c(O)c(CN(C)C)c12	i	i	i	i	i	i	i	i	-15	1	2
Nc1nc2c3ccccc3nc(Cc3ccccc3)n2n1	i	i	i	i	i	i	i	i	-8	4	-7
CCN=C(Nc1ccc2c(c1)OCO2)SC1CC(=O)N(c2ccc(OC)cc2)C1=O (stereo not given)	i	i	i	i	i	i	i	i	-9	2	12
COc1ccc(C(=O)/C=C/C(=O)N(CC(=O)NC2CCCCC2)Cc2ccccc2OC)c(O)c1	i	i	i	i	i	i	·	i	-27	·	13
Cc1occc1-c1nc(-c2ccncc2)no1	i	i	i	i	i	i	i	i	-9	-3	-6
Cc1ccc(CN2CCN(Cc3cnc(C)s3)CC2CCO)cc1 (stereo not given)	i	i	i	i	i	i	i	i	-5	-2	6
CCCN(CCC)c1nc2c(C)cccn2c(=O)c1/C=C1/SC(=S)N(Cc2ccco2)C1=O	i	i	i	i	i	i	·	14*	-8	·	12
C=CCn1c(SCC(=O)NC2CCCCC2)nnc1-c1cccnc1	i	i	i	i	i	i	i	i	-3	2	-6
Cc1cccc(-c2noc(CCC(=O)NCc3ccccc3)n2)c1	i	i	i	i	i	i	i	i	-7	0	0
CCn1cc(C(=O)OCC(=O)c2cc(C)n(-c3ccccc3)c2C)c(=O)c2ccc(C)nc21	i	i	i	i	i	i	i	i	1	3	8
Cc1c(C(=O)Nc2c(C)n(C)n(-c3ccccc3)c2=O)oc2ccc(Cl)cc12	i	i	i	i	i	i	i	i	-8	3	-3
O=C(CCS(=O)(=O)c1cccc2nonc12)Nc1ccc(Br)cc1	i	i	i	i	i	i	i	i	-3	1	1
CCC[N+]1(CC#CC(O)(c2ccccc2)C2CCCCC2)CCCCC1 (stereo not given)	i	i	i	-8.2*	i	i	i	i	-3	-4	-3
CC1CN(C(=O)c2nn(C)cc2[N+](=O)[O-])CC(C)O1 (stereo not given)	i	i	i	i	i	i	i	i	-7	5	5
Cc1cc(C)c(C)c(OCC(=O)NCCN(C)C)c1	i	i	i	i	i	i	i	i	-9	-3	1
CC(=O)Oc1cc(OC(C)=O)c2c(C)cc(=O)oc2c1	i	i	i	i	i	i	i	i	-8	-35	1
CC(=O)c1ccc(N2CCN(S(=O)(=O)c3c(C)[nH]c(C)c3C(=O)N3CCCCC3)CC2)cc1	i	i	i	i	i	i	i	i	-9	-2	-4
CCN(Cc1ccccc1)c1ccc(/C=N/NC(=S)NC(C)C)cc1	i	i	i	i	i	i	i	i	-5	-5	-7
O=[N+]([O-])c1ccccc1S(=O)(=O)N1CCN(Cc2ccccc2)CC1	i	i	i	i	i	i	i	i	-14	-3	4
C=CCSc1nnc(NC(=O)Cc2ccc(OC)c(OC)c2)s1	i	i	i	i	i	i	i	i	-3	9	-15
CCOC(=O)c1[nH]c(C)c(/C(O)=C2\C(=O)C(=O)N(CCCN(C)C)C2c2cccnc2)c1C (stereo not given)	i	i	i	i	i	i	i	i	-6	-2	-1
COc1ccccc1CN1C[C@@H]2C[C@@H](C3=Cc4cccc(OC)c4OC3)N3CCC[C@@]23C1=O	i	i	i	i	-4.7*	i	i	i	-3	4	-4
COc1ccc(-n2c(SCC(=O)Nc3cc(C)on3)nc3c(c2=O)SCC3)cc1OC	i	i	i	i	i	i	i	i	-12	-1	0
COc1cc(OC)cc(C(=O)N[C@H](C(=O)N2CCc3ccccc32)C(C)C)c1	-11*	i	i	i	i	i	i	i	-8	1	4
CCC1(c2ccc(F)cc2)NC(=O)N(CC(=O)N(C)C2CCS(=O)(=O)C2)C1=O (stereo not given)	i	i	i	i	i	i	i	i	-9	0	-4
CC(C)Oc1ccc(CSc2nnc3n(C)c(=O)c4c5c(sc4n23)CCCC5)cc1	i	i	i	i	i	i	i	i	-7	-1	5
Other entries
SMILES	KCNK9 inh	KCNK3 block	RGS4 block	RGS4 pot	ANO1 activ	KCNQ1 pot	ANO1 block	KCNQ1 inh	hERG rescue	HDAC3 inh	SKKanGAS inh
N=c1c2c(n(Cc3cccc(Cl)c3)c3c1CCC3)CCCC2	i	i	i	i	i	i	i	i	-7	-3	0
CC(=O)c1cccc(NC(=O)COC(=O)c2ccc3c(c2)OCCO3)c1	i	i	i	i	i	i	i	i	-7	-6	-7
CCCN1CCN(C(=O)Cn2ncc3ccccc32)CC1	i	i	i	i	i	i	i	i	-4	-1	-1
O=C(O)c1cc(-c2cccc([N+](=O)[O-])c2)nc2ccccc12	i	i	i	i	i	i	i	i	-7	4	-5
CN1C(=O)N(C)C2(c3ccccc3)Nn3c(s/c(=C/c4ccccc4)c3=O)=NC12c1ccccc1 (stereo not given)	i	i	i	i	i	i	i	i	-3	-3	10
COc1ccc(CN2CCN(Cc3ccco3)CC2)cc1	i	i	i	i	i	i	i	i	-8	2	1
CCN(CC)C(=O)CC(c1ccc(OC)cc1)c1c(O)cc(OC)cc1OC (stereo not given)	i	i	i	i	-9.9*	i	i	i	-9	-2	-1
Cc1ccccc1C(=O)NCCN=C1NS(=O)(=O)c2ccccc21	i	i	i	i	i	i	i	i	-12	0	-3

Assay outcomes as filed in PubChem BioAssay.
